Screens: PubChem BioAssay, Sanford-Burnham Center for Chemical Genomics
SENP1 FRET inh: SENP1 (human) catalytic domain inhibition | recombinant SENP1 catalytic domain, CyPet-SUMO1-YPet FRET cleavage | AID 624204 | inhibition, % at 10 µM | 360,000 tested, 0.21% active;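 active = inhibition at least 30% at 10 µM, raw YFP signal under a set limit, fluorescence ratio 0.5 to 1.5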;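 note: 0% = enzyme with DMSO and 100% = no enzyme wells; some results filed as inactive read as strong as hits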
Target sequence (Q9P0U3 419-644 limits assumed): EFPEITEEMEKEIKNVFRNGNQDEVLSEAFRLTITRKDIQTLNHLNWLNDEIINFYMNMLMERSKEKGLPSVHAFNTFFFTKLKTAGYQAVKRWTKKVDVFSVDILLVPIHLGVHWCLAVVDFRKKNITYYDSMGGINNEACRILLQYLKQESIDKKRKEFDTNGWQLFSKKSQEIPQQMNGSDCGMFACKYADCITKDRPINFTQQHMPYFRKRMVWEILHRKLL
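Test system: hSENP1 catalytic domain, recombinant; Amount: 20 pM final SENP1 enzyme; Medium: Tris pH 8 buffer plus EDTA, NaCl, BME, BSA, NP40, catalase; Schedule: 50 min enzyme reaction, room temperature, light-protected; Technique: FRET fluorescence in CFP and YFP emission channels; Controls: no-enzyme wells low, DMSO-plus-enzyme wells high control.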
PfGluPho inh: PfG6PD (Plasmodium falciparum) enzyme inhibition; PfGluPho enzyme, NADPH resazurin-diaphorase fluorescence; inhibition, % at 20 µM; 350,000 tested, 0.78% active;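 active = inhibition reaching at least a set limit at 20 µM in the primary screen, cut at about 59% in these data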;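 note: 0% = DMSO wells with substrate and 100% = DMSO wells lacking glucose-6-phosphate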
SENP6 inh: inhibitors of human SENP6 protease; AID 2599; inhibition, % at 10 µM; 330,000 tested, 1.8% active; Recombinant SENP6 catalytic domain, aminoluciferin luminescence; Q9GZR1;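 active = inhibition above about 50% at the single tested dose, limit read from the data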;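 note: plate controls were DMSO wells with enzyme for no effect and DMSO wells lacking enzyme for full effect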
Apaf1 inhib: inhibitors of human Apaf-1 apoptosome | O14727 | inhibition, % at 20 µM | AID 489030 | reconstituted apoptosome caspase-3 activity, DEVD-Rh110 fluorescence | 330,000 tested, 0.71% active; active = inhibition of at least 40% at 20 µM;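 note: plate controls were DMSO wells for no effect and DEVD-CHO caspase inhibitor wells for full effect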
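Assay system: Apoptosome proteins | Medium: pH 7.5 Hepes buffer with CHAPS, BSA, DTT | Also added: Cytochrome c and DEVD-Rh110 substrate | Times: 30 min plus 50 min, RT | Detection: Rhodamine 110 fluorescence at Ex 480/Em 540 nm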
SENP8 block-1: blocks the human protease SENP8; Q96LD8; purified SENP8, Z-RLRGG-aminoluciferin cleavage, luminescence; inhibition, % at 10 µM; 330,000 tested, 1.2% active; AID 2540; in the data active = inhibition above about 50%
Target sequence (Q96LD8 whole entry, looked up): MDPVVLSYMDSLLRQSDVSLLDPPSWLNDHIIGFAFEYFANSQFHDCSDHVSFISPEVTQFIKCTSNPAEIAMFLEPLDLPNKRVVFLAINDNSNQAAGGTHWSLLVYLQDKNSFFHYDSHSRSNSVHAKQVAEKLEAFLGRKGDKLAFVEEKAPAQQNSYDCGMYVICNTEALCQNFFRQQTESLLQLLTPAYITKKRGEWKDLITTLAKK
SENP7 block: blocks the human protease SENP7; Q9BQF6; recombinant SENP7, Z-RLRGG-aminoluciferin luminescence, 40 min; inhibition, % at 5 µM; 330,000 tested, 1.5% active; AID 434973;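 active = inhibition above about 50% at the single test dose, limit read from the data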;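 note: plate controls were DMSO with enzyme for no effect and no enzyme buffer wells for full effect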
Target sequence (Q9BQF6 706-1050 limits assumed): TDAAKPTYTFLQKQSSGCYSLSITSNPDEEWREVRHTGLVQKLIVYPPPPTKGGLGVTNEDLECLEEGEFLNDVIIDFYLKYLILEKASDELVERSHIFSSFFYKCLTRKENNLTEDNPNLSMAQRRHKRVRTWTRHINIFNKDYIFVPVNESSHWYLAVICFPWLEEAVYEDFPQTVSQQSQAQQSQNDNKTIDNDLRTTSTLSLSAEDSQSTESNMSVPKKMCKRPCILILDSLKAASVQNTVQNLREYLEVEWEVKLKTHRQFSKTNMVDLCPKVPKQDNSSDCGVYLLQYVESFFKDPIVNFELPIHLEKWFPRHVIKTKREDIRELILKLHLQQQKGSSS
SENP8 block-2: inhibitors of human SENP8 protease; inhibition, % at 20 µM; Q96LD8; AID 602440; 360,000 tested, 0.64% active; recombinant SENP8, Nedd8 substrate fluorescence; in the data active = inhibition mostly above about 40%, no sharp cut-off; inactive = mostly below about 27%
HKDC1 inh: blocks human hexokinase HKDC1 activity; Q2TB90; recombinant HKDC1, G6PDH/diaphorase resazurin coupled fluorescence; inhibition, % at 20 µM; 340,000 tested, 0.16% active; AID 493160;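 active = inhibition above about 35% when tested at 20 µM, limit read from the data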;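 note: plate controls were DMSO wells with enzyme for no effect and DMSO wells lacking enzyme for full effect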
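Assay system: recombinant HKDC1 hexokinase; detection: coupled resazurin fluorescence, excitation 525 nm, emission 613 nm; benchmarks: DMSO-plus-enzyme-mix negative control, buffer-substituted positive control; compound dosing: single 20 µM dose; schedule: 90 min at room temperature in dark; also added: glucose plus 1 mM ATP as hexokinase substrates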
The depositor's hits bear a star; i = inactive; · = not tested or not shown. Rows are unselected; about 3.6% have a hit in one of these screens.

mol	SENP1 FRET inh	PfGluPho inh	SENP6 inh	Apaf1 inhib	SENP8 block-1	SENP7 block	SENP8 block-2	HKDC1 inh
CCCC(=O)Nc1nc2ccc(NC(=O)c3cccnc3)cc2s1	-2	15	-19	-1	10	1	2	-5
N#CC(C(=O)NC1CCCCC1)=C1CCCCC1	1	-2	-12	3	-16	-9	24	-10
CC(C)(C)NC(=O)C(c1ccco1)N(C(=O)c1ccc(CN2CCOCC2)o1)c1ccccc1 (stereo not drawn)	-7	-10	5	-9	3	2	16	3
CC(=O)N1CCN(S(=O)(=O)c2cccc(C(=O)NCCC3=CCCCC3)c2)CC1	-1	-2	-16	18	-7	-14	13	-8
COc1ccc(S(=O)(=O)NC(C)C(=O)NCc2ccncc2)cc1OC (stereo not drawn)	-1	-6	-14	-4	4	-11	-1	-5
COc1ccc(C)cc1N(C(=O)c1ccccc1F)c1nc2ccccc2s1	1	10	-11	19	-12	-8	-292	5
O=C(COC(=O)c1ncc(Cl)c(Cl)c1Cl)NC(=O)c1ccccc1	0	-19	-4	4	5	-1	8	-2
O=C(COc1ccc(F)cc1)Nc1ccccc1N1CCOCC1	1	11	7	11	2	-2	1	-3
COc1cccc(-c2cc(=O)c3cc(NC(=O)c4ccc(Cl)cc4)ccc3[nH]2)c1	-6	9	-2	4	1	-10	i	-1
N#Cc1ccc(OCC(=O)Nc2cc(S(=O)(=O)N3CCCCC3)ccc2N2CCCCC2)cc1	0	5	3	12	7	3	4	-21
COc1cccc(C(=O)NCC2CCCN2S(=O)(=O)c2ccccc2)c1 (stereo not drawn)	-5	3	-2	11	-7	-9	23	5
CCN1CCN(S(=O)(=O)c2ccc(Cl)c(C(=O)Nc3ccccc3N3CCOCC3)c2)CC1	1	-13	-12	7	-5	-16	18	0
COC(=O)CCC(=O)OC1(C)C(=O)C2=CN(C(CO)CO)C(c3ccc(OC)cc3)=CC2=C(Br)C1=O (stereo not drawn)	·	·	44	81*	16	13	·	·
CCOC(=O)c1cc(NC(=O)/C=C\C(=O)O)ccc1Cl	0	-31	13	6	3	3	-21	4
Cc1cc(NC(=O)C(C)SCC(=O)N(C)CC(=O)Nc2ccc(Br)cc2C)no1 (stereo not drawn)	1	2	-8	10	-1	-4	9	-2
Cc1ccccc1OCC(=O)Nc1sc2c(c1C#N)CCC2	-3	-1	5	0	9	8	0	-11
O=C(Nc1ccccc1F)c1ccc2c(c1)CCN2S(=O)(=O)c1ccccc1	1	19	11	11	-6	-1	8	3
COc1ccccc1NS(=O)(=O)c1ccc(C(=O)NCC2(N(C)C)CCCCC2)cc1	-1	-7	-11	-4	-3	0	7	-5
CCOC(=O)C1(CCOc2ccccc2)CCN(Cc2cccc(OC)c2OC)CC1	0	15	-39	7	-15	-11	17	-3
C=CCN=C1SCC(=O)N1S(=O)(=O)c1ccc(C)cc1	9	-8	-13	5	-1	-8	9	-3
CN1C(=CC=C2C=C(I)C(=O)C(I)=C2)C(C)(C)c2ccccc21	10	-106	·	·	·	·	39	2
COc1ccc(C2=NOC(C(=O)Nc3c(C)n(C)n(-c4ccccc4)c3=O)C2)cc1 (stereo not drawn)	1	2	1	-4	3	0	8	-4
N#Cc1cccc(S(=O)(=O)NNC(=O)C23CC4CC(CC(C4)C2)C3)c1	3	-7	3	-6	12	10	6	-5
Cc1nn(C)cc1/C=N/NC(=O)C(C)(C)Oc1ccc(Cl)cc1	2	-2	7	-8	-2	-2	6	-10
CC1=CC(c2ccc(Cl)cc2)n2ncnc2N1 (stereo not drawn)	-8	-8	1	-1	-8	10	-322	4

The final three entries of the section before come first, to join the parts:
mol	SENP1 FRET inh	PfGluPho inh	SENP6 inh	Apaf1 inhib	SENP8 block-1	SENP7 block	SENP8 block-2	HKDC1 inh
N#Cc1cccc(S(=O)(=O)NNC(=O)C23CC4CC(CC(C4)C2)C3)c1	3	-7	3	-6	12	10	6	-5
Cc1nn(C)cc1/C=N/NC(=O)C(C)(C)Oc1ccc(Cl)cc1	2	-2	7	-8	-2	-2	6	-10
CC1=CC(c2ccc(Cl)cc2)n2ncnc2N1 (stereo not drawn)	-8	-8	1	-1	-8	10	-322	4
O=C(COC(=O)CNC(=O)c1ccc(Cl)cc1)Nc1ccc2c(c1)OCCO2	0	-16	-4	-4	-2	17	14	13
Cc1cc(F)ccc1S(=O)(=O)Nc1ccc(O)c(Sc2ncn[nH]2)c1	1	29	-10	4	-7	3	11	1
Cc1cccc(OCC(=O)OCC(=O)N2CCCc3ccccc32)c1C	4	10	3	-5	11	-1	4	0
COC(=O)C1=CN(c2cc(C)cc(C)c2)C=C(C(=O)OC)C1c1cccc(F)c1	-54	28	-9	22	-7	10	-400	2
Fc1ccc2nc(N3CCCC3)sc2c1	-1	1	31	-22	44	56*	4	2
Cc1cc(OCC(=O)NNC(=S)NC(=O)c2ccc(Br)o2)ccc1Cl	0	5	0	9	0	-1	1	-31
Nc1ccc(C(=O)Nc2ccc(OC(F)(F)C(F)F)c(NC(=O)c3ccc(N)cc3)c2)cc1	-1	14	3	-15	-2	3	-10	-2
NC(=O)c1ccc(SCC(=O)OCC(=O)NCc2cccs2)c([N+](=O)[O-])c1	0	11	-17	-4	-2	8	7	-2
CC1CCC/C(=N/NC(=O)c2ccccc2-n2cccc2)C1 (stereo not drawn)	0	-1	-4	8	-3	8	-22	-7
O=[N+]([O-])c1ccc(-c2nn(-c3ccccc3)cc2/C=N/n2c(-c3cccs3)n[nH]c2=S)cc1	1	2	15	-6	9	3	-4	-4
O=C(NCCC1CCCCN1S(=O)(=O)c1ccc(F)cc1)C(=O)NCCN1CCOCC1 (stereo not drawn)	-1	4	-6	-1	-5	2	11	-1
Cc1ccc(Sc2ccc(C(=O)NC(C)C)cc2[N+](=O)[O-])cc1	3	5	-19	-4	15	3	14	-4
O=C(O)CCCN=CC1=C(O)CNC1=O	1	7	-10	7	-10	2	8	-13
CCn1c(C)c(CS(=O)(=O)c2ccccc2)[nH]c1=O	-21	-2	5	-4	2	6	3	-6
COc1cccc(C(=O)/C=C/c2ccc(OCC#N)c(OC)c2)c1	-2	25	-17	2	-7	7	-15	11
O=C(c1ccccc1)c1ccc(OCC(=O)N2CCOCC2)cc1	2	3	-16	3	-10	-7	5	-11
O=C(CSc1ncnc2c1cnn2-c1ccccc1)Nc1ccc2c(c1)OCO2	0	-14	-11	4	-4	12	-10	-1
O=C(CN1C(=O)/C(=C/c2ccco2)SC1=S)Nc1ccc(O)c(C(=O)O)c1	-16	-35	13	3	21	10	-5	17
COC(=O)COc1ccc2c(-c3ccc(OC)cc3)cc(=O)oc2c1	-4	-13	-26	8	-20	-3	-31	-1
Cc1nnc(NC(=O)C2CCN(S(=O)(=O)c3ccc(F)c(F)c3)CC2)o1	0	-2	-2	-7	-2	-5	3	-6
Cc1ccc(C)c(NC(=O)C2CCCN(S(=O)(=O)c3ccc4[nH]c(=O)ccc4c3)C2)c1 (stereo not drawn)	-1	5	-10	-3	-7	-13	-7	-8
CSc1ccc(Cl)c(C(=O)Nc2ccc(C)cn2)c1	-1	-2	12	-2	-9	0	8	3
Cc1csc(NC(=O)C(C)Oc2ccc(Br)cc2)n1 (stereo not drawn)	-1	17	7	4	1	-1	-10	-3
Cc1cccc(N2CCN(C(=O)N3CCOCC3)CC2)c1C	5	2	-3	-2	-1	4	4	-13
COC(=O)c1sccc1NC(=S)Nc1cc(OC)ccc1OC	0	-9	-31	-7	-3	-1	32	-3

The results go on.
mol	SENP1 FRET inh	PfGluPho inh	SENP6 inh	Apaf1 inhib	SENP8 block-1	SENP7 block	SENP8 block-2	HKDC1 inh
Cc1cc(C)nc(NC(=O)CSc2ccccn2)n1	1	-16	-9	9	-14	-16	10	-3
CCc1oc(C(=O)O)cc1CN(CC)CC	2	-4	6	3	1	2	14	4
Cc1cc(/C=C(/C#N)C(=O)Nc2ccccc2)c(C)n1-c1cccnc1	-6	-4	-5	11	-3	5	-85	-2
Cc1cc(C)nc(N2CCN(C(=O)CCC(=O)Nc3nnc(CC(C)C)s3)CC2)n1	3	-9	-1	-13	-6	4	9	-1
CCOc1ccc(CN2C(=O)c3ccccc3C2C(=O)NC(C)CC)cc1OC (stereo not drawn)	3	-18	11	2	3	-2	19	-1
N#CCC(=N)N1CCN(c2ccccc2Cl)CC1	-1	-5	7	7	-7	9	-13	-3
NS(=O)(=O)c1cccc(NC(=O)CCCNC(=O)c2ccc(Cl)cc2)c1	1	-3	-15	8	-2	-4	-4	1
O=C(CCCCCCC(=O)Nc1ccccc1)NO	2	-5	-6	-9	-8	-3	17	-6
CC(C)CNc1c(N)c(=O)oc2ccccc12	2	-14	-12	-1	3	-20	-9	2
COc1cc2c(cc1OC)CN(c1nc(CN3CCOCC3)nc3sc4c(c13)CCC(C)C4)CC2 (stereo not drawn)	-7	24	-11	17	-9	-6	-82	0
CCCCn1c(N)c(N(CCOC)C(=O)c2ccc(COc3ccccc3)o2)c(=O)[nH]c1=O	-2	10	-8	2	-6	-3	4	-5
COc1ccc(NC(=O)C2C3C=CC4(O3)C2C(=O)N(CCN2CCCCC2C)C4C(=O)NC2CCCC(C)C2C)cc1 (stereo not drawn)	1	0	-20	4	3	-9	5	-1
Cc1cccc(NC(=O)CSc2nccn2Cc2ccco2)c1C	-1	-7	-8	11	-2	-1	-7	1
Cc1ccc(N2C(=O)C3NN=C(C(=O)OCc4ccccc4)C3C2=O)c(C)c1 (stereo not drawn)	1	-13	-4	0	4	-1	13	-9
C/C(=N\O)C(=O)NCC1CCNCC1	3	0	0	-12	2	-1	22	-6
O=C(CN1CCN(C(=O)c2ccco2)CC1)Nc1cc(C(F)(F)F)ccc1Cl	1	-2	-2	11	-1	-1	17	6
O=S1c2ccccc2Nc2ccccc21	1	3	-14	8	-2	6	7	-5
CCS(=O)(=O)c1ccc(O)c(NC(=O)Nc2ccccc2)c1	0	-15	-5	2	-11	-2	3	-7
CCOC(=O)c1c(C)[nH]c(C)c1C(=O)COC(=O)/C=C/c1ccc(OC(F)F)cc1	-1	43	-9	4	-8	-4	14	-2
O=C(Nc1ccccc1Cl)OCc1cncs1	-1	-22	-4	-2	-5	9	4	15
COc1cc2c(cc1OC)C(c1ccc(Cl)cc1)=NCC2	2	15	4	-12	2	1	1	-4
O=C(NCc1cccnc1)Nc1ccc(Br)cc1	1	1	8	13	5	3	3	-2
COc1ccc(NC(=O)C2C(=O)NC3(C)CC2c2ccccc2O3)cc1 (stereo not drawn)	1	8	-1	-2	-2	7	19	-3
Cn1c(Cc2cccs2)nnc1SCC(=O)Nc1ccc(C(N)=O)cc1	-4	-7	-10	-10	-5	11	1	-4

An excerpt from above, reduced to SENP6 inh:
molecule	SENP6 inh
C/C(=N\O)C(=O)NCC1CCNCC1	0
O=C(CN1CCN(C(=O)c2ccco2)CC1)Nc1cc(C(F)(F)F)ccc1Cl	-2
